Assay outcomes from PubChem BioAssay.
GPR151 ag: activators of human GPR151, primary screen, cell-based, PathHunter beta-arrestin, luminescence; AID 1508602, 2020; PathHunter beta-arrestin GPR151 cells; activation, % at 11.2 µM; G-protein coupled receptor 151 (Homo sapiens), Q8TDV0; 650,000 compounds, 1% hits; in the data active = activation above about 4.9%;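 also: 0% = median of compound wells and 100% = cells with positive control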
Target sequence (Q8TDV0 whole entry, looked up): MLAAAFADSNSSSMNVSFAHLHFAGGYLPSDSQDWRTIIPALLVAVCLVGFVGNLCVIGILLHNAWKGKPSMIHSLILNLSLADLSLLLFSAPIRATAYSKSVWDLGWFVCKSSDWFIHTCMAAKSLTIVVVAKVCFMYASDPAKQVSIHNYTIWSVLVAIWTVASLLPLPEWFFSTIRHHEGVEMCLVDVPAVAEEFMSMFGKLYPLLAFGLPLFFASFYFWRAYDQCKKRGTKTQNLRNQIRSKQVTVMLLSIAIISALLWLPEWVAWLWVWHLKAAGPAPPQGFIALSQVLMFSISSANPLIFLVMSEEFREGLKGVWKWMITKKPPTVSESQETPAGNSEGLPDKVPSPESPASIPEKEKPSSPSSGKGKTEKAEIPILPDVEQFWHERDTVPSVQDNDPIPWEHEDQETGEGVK
MITF primary: MITF inhibitors, primary screen, biochemical, AlphaScreen, human. Microphthalmia-associated transcription factor (Homo sapiens), O75030. AlphaScreen MITF homodimerization, bead proximity signal. inhibition, % at 2.6 µM. 650,000 compounds, 0.91% hits; in the data active = inhibition above about 50%;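 also: 0% = vehicle wells with protein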
Target sequence (O75030 whole entry, looked up): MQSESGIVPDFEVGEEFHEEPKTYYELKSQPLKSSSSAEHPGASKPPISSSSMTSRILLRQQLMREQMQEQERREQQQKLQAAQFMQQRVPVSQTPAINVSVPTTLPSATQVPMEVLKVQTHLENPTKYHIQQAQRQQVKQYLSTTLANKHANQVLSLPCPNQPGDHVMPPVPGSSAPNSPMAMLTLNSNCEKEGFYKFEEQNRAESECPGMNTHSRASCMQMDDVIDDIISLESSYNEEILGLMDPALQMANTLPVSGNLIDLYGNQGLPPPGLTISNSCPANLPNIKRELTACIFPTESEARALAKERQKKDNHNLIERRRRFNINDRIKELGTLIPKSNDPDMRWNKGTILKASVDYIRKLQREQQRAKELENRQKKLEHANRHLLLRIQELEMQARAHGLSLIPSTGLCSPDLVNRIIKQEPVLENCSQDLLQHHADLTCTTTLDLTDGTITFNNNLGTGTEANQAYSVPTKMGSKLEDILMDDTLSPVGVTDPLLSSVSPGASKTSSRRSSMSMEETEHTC
TEAD-YAP block: TEAD-YAP interaction inhibition, primary screen, TEAD-YAP interaction inhibitor project, luminescence, HEK-TIYL cells. AID 1259422, 2018. 640,000 compounds, 1.4% hits. inhibition, % at 9.12 µM. TEAD-Gal4/YAP UAS-luciferase luminescence; in the data active = inhibition above about 32%;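 also: 0% = median of test compound wells and 100% = reference inhibitor wells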
FBW7 act: FBW7 E3 ligase activators, primary screen, biochemical, AlphaScreen, human. AlphaScreen FBW7–phospho-cyclin E peptide binding, activator screen. AID 1259310, 2017. F-box/WD repeat-containing protein 7 (Homo sapiens), Q969H0. normalized activity (activation), % at 26.1 µM. 650,000 compounds, 0.13% hits; in the data active = normalized activity above about 1.9%;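 also: purified mutant Fbw7 with reduced substrate affinity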
Numbers without * were called inactive; & = joins results of further samples.

Every second line gives: GPR151 ag	MITF primary	TEAD-YAP block	FBW7 act
- Cc1ccc(CN2CCc3nnc(C(C)NC(=O)C4CCN(C)CC4)n3CC2)c(C)c1 (stereo not drawn)
    0.1	4	-3	-0.2
- NC(=S)N/N=C/c1ccccc1OC(=O)c1cccnc1
    -2.2	-2	5	-0.1
- O=C1/C(=C/c2ccccc2I)COc2ccccc21
    -0.6	8	-5	-0.1
- CCOC(=O)c1c(-c2ccc(C)o2)csc1NC(=O)c1cccs1
    8.2*	11	2	0.0
- NC(=O)COC(=O)CSc1ccc2ccccc2c1
    -1.2	5	2	0.1
- CSc1ccc(/C=C2\SC(=O)N(CCN)C2=O)cc1
    1.0	14	2	0.0
- CCC(=O)c1ccc(OCC(O)CN2CCCCC2)cc1 (stereo not drawn)
    3.3	3	-9	0.0
- CCOC(=O)c1cnc2c(OC)cccc2c1Nc1cc(OC)ccc1OC
    0.4	4	4	-0.1
- O=C(NCc1ccccc1)c1cccc(Cl)c1Cl
    -0.8	17	12	0.0
- COc1ccc(N2C(=O)/C(=C/c3cc(C)n(C)c3C)C(=O)NC2=S)cc1
    -0.2	11	11	-0.3

The list goes on:
Every second line gives: GPR151 ag	MITF primary	TEAD-YAP block	FBW7 act
- C[C@@H]1CN(Cc2ccc3c(c2)CN(C(=O)CN2CCc4ccccc4C2)CCO3)C[C@H](C)O1
    0.0	6	7	0.0
- CCOC(=O)c1nnn(-c2nonc2N)c1CSc1ncn[nH]1
    -0.3	0	0	-0.1
- Cc1cc(=O)oc2c1c(C)nn2-c1cccc(Br)c1
    3.0	22	-4	-0.2
- O=C(O)CNC(=O)c1cccc(I)c1
    0.7	-1	-7	-0.1
- Cc1c(C(=O)NC(C)(C)C)sc2nc(-c3ccccc3)cn12
    0.2	10	-44	0.2
- COC(=O)C1=C(C)NC(=S)NC1c1ccccc1OC (stereo not drawn)
    5.6*	-15	2	0.1
- CC(=O)N1CCc2cc(Br)cc(S(=O)(=O)NCCC(C)C)c21
    -0.3	-7	2	0.0
- Cc1cc(C(=O)CSc2nnc(NCc3ccccc3)s2)c(C)n1CC1CCCO1 (stereo not drawn)
    0.7	9	-3	-0.1
- Cc1ccc(CN2CCCC(O)C2)c(C)c1 (stereo not drawn)
    0.3	14	15	0.6
- COc1ccc(Br)c(C(=O)Nc2cc(C(=O)Nc3cc(Cl)ccc3C)ccc2N2CC3CC(C2)c2cccc(=O)n2C3)c1 (stereo not drawn)
    0.1	-4	-1	-0.1

Random excerpt: two records from the list
Every second line gives: GPR151 ag	MITF primary	TEAD-YAP block	FBW7 act
- CCOC(=O)c1cnc2c(OC)cccc2c1Nc1cc(OC)ccc1OC
    0.4	4	4	-0.1
- Cc1ccc(CN2CCCC(O)C2)c(C)c1 (stereo not drawn)
    0.3	14	15	0.6

Remaining list, next part:
Every second line gives: GPR151 ag	MITF primary	TEAD-YAP block	FBW7 act
- Nc1cc(Cl)ccc1C(=O)OCC(=O)c1ccc2c(c1)OCCO2
    -0.2	16	-7	0.4
- O=C(CSc1cccc[n+]1[O-])NC1CCCCCCC1
    3.6	3	8	0.1
- CCN(CCO)Cc1cc(=O)oc2cc3c(cc12)CCC3
    -1.1	9	-8	0.7
- C[C@H](O)[C@H]1NC(=O)[C@H]2CN(C(=O)c3ccc(OC(F)(F)F)cc3)CCN2C1=O
    2.6	0	2	-0.1
- CN1C=C(c2ccc3ccccc3n2)C(c2c[nH]c3ccccc23)c2ccccc21 (stereo not drawn)
    1.1	6	-7	-0.1
- COc1cc(C=C2C(=O)c3ccccc3C2=O)c(Br)cc1O
    -0.3	-10	-3	-0.1
- N#CC1=C(N)Oc2n[nH]c(-c3cccc([N+](=O)[O-])c3)c2C1c1cccc(OC(=O)N2CCOCC2)c1 (stereo not drawn)
    1.6	-12	-4	0.0
- CCOc1cc(CNCc2ccccn2)ccc1OCC(=O)NC1CCCCC1
    -0.4	14	4	-0.1
- O=C(Nc1ccc(NC(=O)c2cc([N+](=O)[O-])ccc2Cl)cc1Br)c1ccccc1
    -0.1	-2	0	-0.3
- COc1ccc(N2C(N)=C(C#N)C(c3ccsc3)C3=C2CC(C)(C)CC3=O)c(OC)c1 (stereo not drawn)
    0.6	-5	-9	-0.1

The list continues.
Every second line gives: GPR151 ag	MITF primary	TEAD-YAP block	FBW7 act
- CC1CCN(C(c2ccc(N(C)C)cc2)c2nnnn2C2CCCC2)CC1 (stereo not drawn)
    -1.6	23	-43	0.1
- CCOC(=O)C1=C(C)NC(=O)NC1c1cn(-c2ccccc2)nc1-c1ccc(OC)c(Br)c1 (stereo not drawn)
    0.1	-14	1	-0.1
- Cc1c(-c2ccccc2)n[nH]c1C(=O)N/N=C/c1ccco1
    -0.9	-3	-50	-0.1
- Cc1ccccc1CN[C@H]1C[C@H]2C(=O)N[C@H](CO)C(=O)N2C1
    1.4	3	-5	-0.1
- OC(CNC(=S)Nc1ccc(Cl)cc1Cl)COCc1ccco1 (stereo not drawn)
    -0.5	5	-7	-0.1
- CCc1ccc(OCC(=O)Nc2cccc(-c3nc4ncccc4o3)c2)cc1
    0.0	1	13	0.3
- O=C(CN1CCN(C(=O)c2ccco2)CC1)Nc1ccccc1
    1.6	-9	0	0.0
- Cc1ccc(NC(=O)COc2ccccc2C(N)=O)cc1F
    -0.4	14	-66	0.4
- COc1cc(Nc2nc(-c3ccccc3)nc3c2ncn3-c2ccsc2)cc(OC)c1OC
    -0.2	10	1	0.1
- COc1ccccc1-n1c(C)c(C)n2c3c(=O)n(C(C)C(C)=O)c(=O)n(C)c3nc12 (stereo not drawn)
    -1.3	6	17	0.0

The list continues.
Every second line gives: GPR151 ag	MITF primary	TEAD-YAP block	FBW7 act
- O=C(Cc1ccc(F)cc1)N1CCCC(c2nnc(-c3ccc4c(c3)OCO4)o2)C1 (stereo not drawn)
    -0.2	16	-7	0.8
- CCOC(=O)CCn1c(=O)c2c(nc3n(-c4ccc(CC)cc4)c(C)c(C)n23)n(C)c1=O
    2.4	10	11	0.2
- CCCOC(=O)C1=C(C)NC2=C(C(=O)CC(c3cccs3)C2)C1c1cccc(O)c1 (stereo not drawn)
    -1.3	40	3	1.2
- COC(=O)c1nnc(N2CCN(C)CC2)c2ccccc12
    -0.5	7	17	0.1
- O=C(N[C@H]1C[C@H]2C(=O)N[C@@H](CO)C(=O)N2C1)c1cccc(Cl)c1
    -0.6	7	11	-0.2
- O=C(CN1CCOCC1)N1c2ccccc2C=Cc2ccccc21
    -2.2	1	-2	0.2
- COc1ccc(N2CC(C(=O)N3CCC(c4nc5ccccc5[nH]4)CC3)CC2=O)cc1 (stereo not drawn)
    0.5	7	4	0.1
- O=C(CSc1nc(C2CC2)nc2ccccc12)N1CCCCC1
    0.3	-5	-18	-0.2
- COC(=O)c1sc(N2C(=O)C(=O)/C(=C(/O)c3ccc(Cl)cc3)C2c2ccc(OC)cc2)nc1C (stereo not drawn)
    -0.5	7	-18	0.3
- O=C(CCS(=O)(=O)Cc1ccccc1)NCc1ccco1
    0.4	13	-5	0.5

2 entries from above, field by field.
COc1ccc(N2CC(C(=O)N3CCC(c4nc5ccccc5[nH]4)CC3)CC2=O)cc1 (stereo not drawn)
  GPR151 ag: 0.5	MITF primary: 7	TEAD-YAP block: 4	FBW7 act: 0.1

O=C(CSc1nc(C2CC2)nc2ccccc12)N1CCCCC1
  GPR151 ag: 0.3	MITF primary: -5	TEAD-YAP block: -18	FBW7 act: -0.2

More compounds.
mol | GPR151 ag | MITF primary | TEAD-YAP block | FBW7 act
Brc1cccc(OCCNCc2ccccc2)c1 | -0.6 | 10 | 1 | -0.4
CCC(CC)N1CCN(C(=O)c2cc(OC)c(OC)c(OC)c2)CC1 | -0.8 | 33 | -15 | -0.2
CCc1ccc(NC(CC(=O)c2ccc(CC)cc2)c2ccc(I)cc2)cc1 (stereo not drawn) | -0.3 | 1 | -9 | -0.2
CCC(CCC(=O)Nc1ccccc1C(=O)O)C(=O)O (stereo not drawn) | -0.5 | -10 | -1 | 0.2
COCCn1c(SCC(=O)Nc2cccc(F)c2)nnc1-c1c[nH]c2ccccc12 | -0.4 | 0 | 5 | -0.1
COc1ccc(CC(=O)Nc2c3c(nn2-c2ccc(F)cc2)CS(=O)(=O)C3)cc1 | -0.6 | -9 | 1 | -0.1
Cc1ccc(CN2CCN(c3ccccn3)CC2)c(C)c1 | 1.6 | 30 | -6 | 0.0
CC(C)CCC1(C2CCN(C(=O)C3CCCC3)CC2)NC(=O)N(CCN(C)C)C1=O (stereo not drawn) | 0.4 | 2 | -9 | 0.2
CCOc1ccccc1N1C(=O)CN(Cc2ccc(OC)c(OC)c2)C1=S | 0.0 | 4 | -5 | 0.1
Cc1cc(=O)[nH]c(SCc2nc(-c3ccc(Cl)cc3)no2)n1 | -0.6 | -5 | -1 | 0.0
Cc1cc(N2C(=O)NC(=O)/C(=C\c3ccc4c(c3)OCO4)C2=O)ccc1Br | 1.1 | -3 | -3 | 0.1
COCCCNC(=O)c1cnn(-c2nccc(-c3ccc(OC)c(F)c3)n2)c1C1CC1 | -1.2 | 13 | 48* | 0.2
COc1ccc(C(=O)NCC2CCCN2S(=O)(=O)c2ccccc2)cc1OC (stereo not drawn) | -0.8 | 19 | -3 | 0.3
Cc1ccc(C(=O)Nc2c(-c3ccccc3)nc3cc(C)ccn23)cc1 | -0.1 | 17 | -8 | 0.2
COc1ccc(-c2cc(C(F)(F)F)n3ncc(C(=O)Nc4cc(C)ccc4O)c3n2)cc1OC | 0.0 | -6 | -1 | -0.1

Some entries already given, limited to FBW7 act and MITF primary.
canonical_smiles	FBW7 act	MITF primary
Cc1cc(=O)[nH]c(SCc2nc(-c3ccc(Cl)cc3)no2)n1	0.0	-5
Cc1cc(N2C(=O)NC(=O)/C(=C\c3ccc4c(c3)OCO4)C2=O)ccc1Br	0.1	-3
COCCCNC(=O)c1cnn(-c2nccc(-c3ccc(OC)c(F)c3)n2)c1C1CC1	0.2	13
COc1ccc(C(=O)NCC2CCCN2S(=O)(=O)c2ccccc2)cc1OC (stereo not drawn)	0.3	19
Cc1ccc(C(=O)Nc2c(-c3ccccc3)nc3cc(C)ccn23)cc1	0.2	17

Next part:
mol | GPR151 ag | MITF primary | TEAD-YAP block | FBW7 act
COc1cccc(CN2CCNC(=O)C2CC(=O)NCCCc2ccccc2)c1 (stereo not drawn) | 0.6 | -5 | -4 | -0.1
CCOC(=O)C1=CN(Cc2ccc(Cl)cc2)C=C(C(=O)OCC)C1c1cc(Br)c(O)c(OCC)c1 | 1.2 | 6 | -13 | 0.3
CCCCOC(C)n1cc(Br)c(=O)[nH]c1=O (stereo not drawn) | 2.5 | 2 | 3 | 0.0
CCc1ccc(Nc2cc(C)nc3nc(C)nn23)cc1 | 2.8 | -2 | 6 | -0.2
Cc1ccc(-c2nc(CSc3nc4c(c(=O)[nH]3)CN(Cc3ccc(F)cc3)CC4)c(C)o2)cc1 | 0.0 | 5 | 2 | 0.0
O=C(Nc1ccccc1F)c1c(O)c2c([nH]c1=O)CCCC2 | -0.2 | -2 | 6 | 0.0
CCOc1ccc(C(CC(=O)O)NC(=O)c2ccc(OC)cc2)cc1OC (stereo not drawn) | -0.6 | 19 | -9 | 0.2
N#CC1(C#N)[C@@H]2c3ccccc3C=CN2[C@@H](C(N)=O)[C@@H]1c1ccc(F)c(Br)c1 | -0.6 | -4 | -16 | -0.1
CC(C)c1ccc(NC(=O)C(C)N(c2ccccc2)S(C)(=O)=O)cc1 (stereo not drawn) | -0.4 | 2 | -4 | 0.2
CCOC(=O)C1=C(C)C(c2ccccc2O)NC(=O)N1 (stereo not drawn) | 0.1 | -3 | 3 | -0.4
CCNC(=S)N1CCn2cccc2C1c1cc(OC)c(OC)c(OC)c1 (stereo not drawn) | -0.5 | 1 | 4 | -0.2
CC(C)C(NS(=O)(=O)c1cccc2nsnc12)C(=O)O (stereo not drawn) | 0.0&3.8 | -12&1 | -2&6 | 0.0&-0.1
Cc1cc2c(c(=O)[nH]1)C(=O)O/C2=C\c1ccc2c(c1)OCO2 | -2.0 | 10 | -61 | 0.8
COc1ccc(N=c2oc3ccc(Br)cc3cc2-c2nc(-c3ccc(Cl)cc3)cs2)cc1 | -1.5 | 19 | 2 | 1.3
O=c1nc2n(c3ccc([N+](=O)[O-])cc13)CCCCC2 | 1.2 | 3 | 3 | 0.0

Additional compounds:
mol | GPR151 ag | MITF primary | TEAD-YAP block | FBW7 act
CC(C)c1cc(C(C)C)c(S(=O)(=O)NCc2ccccc2)c(C(C)C)c1 | 0.5 | -3 | 1 | -0.1
C=CCN(C(=O)CNC(=O)c1ccco1)C(C(=O)NC1CCCC1)c1ccc(F)cc1 (stereo not drawn) | -0.1 | 1 | -2 | 0.0
COC(=O)c1ccc(CSc2nc3sc(C)c(C)c3c(=O)n2-c2ccccc2)cc1 | -0.6 | 17 | 0 | 0.2
C/C=C/C(=O)NCC1(c2ccccc2)CCCC1 | 2.7 | -2 | 1 | -0.2
COc1ccc(C(=O)Nc2ccc(Cl)cc2C(=O)NN)cc1OC | -0.9 | 16 | -11 | 1.6
